Bioassay records (PubChem BioAssay)
Ecoli viability = E. coli V3065 growth inhibition, primary screen, counter-screen for AddAB inhibitor project, absorbance, OD600; 18 h; 0.27% of 330,000 active; AID 449728, 2010; inhibition, % at 11.9 µM;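 active means inhibition above the campaign's mean inhibition across all tested compounds plus 3 SD, cut at about 9.9% in these data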;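 further: uninfected addAB+ strain grown without phage in ampicillin broth; 0% = DMSO wells and 100% = ciprofloxacin 0.95 µg/ml wells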
DSG3 Ab inh = inhibitors of pemphigus antibody binding to DSG3, primary screen, biochemical, bead-based, flow cytometry, scFv-GFP. DSG3-coupled beads, scFv-anti-DSG3-GFP binding; active compounds read low. binding (percent of control), % at 10 µM. 0.48% of 310,000 active;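 active means binding more than 3 SD below its plate's average and above zero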;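 further: hits lower antibody fragment binding to DSG3; some compounds called inactive have numbers as strong as hits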
Target sequence (P32926 whole entry, looked up, the tested form may be a part): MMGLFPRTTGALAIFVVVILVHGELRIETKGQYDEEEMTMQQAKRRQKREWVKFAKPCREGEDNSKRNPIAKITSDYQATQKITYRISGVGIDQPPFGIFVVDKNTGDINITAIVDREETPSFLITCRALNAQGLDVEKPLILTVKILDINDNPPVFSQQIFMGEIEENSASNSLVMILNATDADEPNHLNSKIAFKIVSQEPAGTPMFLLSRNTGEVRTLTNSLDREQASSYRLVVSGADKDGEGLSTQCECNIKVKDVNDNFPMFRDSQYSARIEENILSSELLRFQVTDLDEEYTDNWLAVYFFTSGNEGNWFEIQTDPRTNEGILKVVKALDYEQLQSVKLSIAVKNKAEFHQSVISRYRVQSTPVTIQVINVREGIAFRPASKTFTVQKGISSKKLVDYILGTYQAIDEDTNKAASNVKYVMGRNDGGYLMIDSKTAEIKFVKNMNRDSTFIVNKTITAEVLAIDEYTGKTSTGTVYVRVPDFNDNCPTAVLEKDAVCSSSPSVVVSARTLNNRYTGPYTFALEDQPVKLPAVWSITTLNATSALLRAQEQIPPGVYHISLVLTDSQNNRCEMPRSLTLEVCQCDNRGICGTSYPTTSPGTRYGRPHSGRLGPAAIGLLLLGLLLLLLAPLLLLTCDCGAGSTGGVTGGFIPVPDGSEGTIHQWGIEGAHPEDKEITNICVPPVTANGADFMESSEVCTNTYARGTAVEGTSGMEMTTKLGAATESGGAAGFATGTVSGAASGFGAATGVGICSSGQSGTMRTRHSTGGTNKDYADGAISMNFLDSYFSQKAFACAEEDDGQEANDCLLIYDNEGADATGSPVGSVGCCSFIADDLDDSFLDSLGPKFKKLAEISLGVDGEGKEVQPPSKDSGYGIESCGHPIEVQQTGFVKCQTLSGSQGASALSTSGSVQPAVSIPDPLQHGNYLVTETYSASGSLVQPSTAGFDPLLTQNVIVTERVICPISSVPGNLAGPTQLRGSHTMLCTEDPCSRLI
Arrestin-AP2 inh = inhibitors of beta-arrestin/AP2 binding, primary screen, biochemical, GPCR trafficking, flow cytometry | beta-arrestin 1 C-terminal peptide binding to AP2 beta2-adaptin appendage (human) | FITC-arrestin peptide / GST-AP2 beads; AP2 beta2 appendage carries R879A mutation | inhibition, % at 10 µM | 0.31% of 340,000 active;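 active means inhibition above a set limit, near 3 SD of compounds lacking own fluorescence, cut at about 54% in these data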;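 further: plate controls were DMSO wells for no effect and 5 µM unlabelled arrestin peptide for full effect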
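Assay system: GST-AP2 R879A bound to glutathione beads, E. coli-expressed; Medium: PBS with 0.05% Tween 20 and 0.1% BSA; Also added: fluorescein-tagged arrestin peptide at 50 nM final; Timing: 12 min plus 1 h, RT; Measured by: flow cytometry, FL1 (488/535 nm); Evaluation: percent drop in bead-associated FITC signal.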
OPRM1-OPRD1 inv = inverse agonists of MOR-DOR heterodimerization, primary screen, cell-based, luminescence. 0.21% of 340,000 active. inhibition, % at 9.3 µM. AID 504357, 2011. Mu-type opioid receptor (Homo sapiens) + Delta-type opioid receptor (Homo sapiens), …. cell-based MOR-DOR heterodimer luminescence, inverse agonism; in the data active means inhibition above about 22%, passing the limit was not always enough;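 further: 0% = cells with DMSO and 100% = wells without cells with DMSO; values of inactives mirror those of a sister screen read the other way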
AddAB inh = growth inhibition of E. coli expressing H. pylori AddAB, primary screen, AddAB inhibitor project, absorbance. inhibition, % at 11.9 µM. 0.29% of 330,000 active. AID 435030, 2010; in the data active means inhibition above about 12%;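 further: 0% = vehicle wells of infected cells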
MOR-DOR ag = agonists of OPRM1-OPRD1 heterodimerization, primary screen, cell-based, luminescence | activation, % at 9.3 µM | 0.3% of 340,000 active | Mu-type opioid receptor (Homo sapiens) + Delta-type opioid receptor (Homo sapiens), … | cells; in the data active means activation above about 18%;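 further: 0% = vehicle-treated cells and 100% = reference agonist; values of inactives mirror those of a sister screen read the other way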
PKA-R1A activ = activators of PKA-R1A holoenzyme, primary screen, biochemical, fluorescence polarization, Cy5-IP20, bovine R1A, mouse PKAc; 0.083% of 340,000 active; cAMP-dependent protein kinase type I-alpha regulatory subunit (Bos taurus) + …; activation, % at 11.4 µM; AID 504707, 2011; PKA-R1A dissociation; scaled: DMSO 0%, 113 µM cGMP 100%;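 active means percent activation above the mean of all tested compounds plus 3 SD, cut at about 19% in these data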;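 further: higher means more PKAc released from R1A so a rise in polarization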
SUMO Mot1 rescue = yeast Mot1-301 growth rescue at high temperature, primary screen, SUMOylation pathway inhibitor project, S. cerevisiae, ATP luminescence, 38.5C; S. cerevisiae Mot1-301 growth rescue; percent above DMSO median, 100 means doubled; growth rescue, % at 18.8 µM; 1% of 320,000 active; AID 2716, 2010;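 active means every valid replicate shows activation above 250% relative to neutral control wells; inactive means the rest, any valid replicate at or below 250%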;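 further: OY570 slx delta 5 strain wells were the positive control but not used for scaling; some compounds called inactive have numbers as strong as hits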
Tat transport = E. coli Tat export inhibitors, primary screen, MC4100, TorA-mCherry reporter, fluorescence, single point | inhibition, % at 10 µM | 0.036% of 340,000 active | AID 488895, 2010;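 active means mean replicate inhibition at least 50% and at least half of replicates individually reaching 50%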;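 further: exported cargo escapes ClpAP degradation while cytoplasmic cargo is degraded and loses fluorescence; 0% = median of neutral control wells and 100% = median of NaSCN control wells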
PfHsp90 yeast 2 = growth inhibition of PfHsp90-expressing yeast, primary screen, antimalarial PfHsp90 inhibitor project, S. cerevisiae, BacTiter-Glo luminescence, single point, set 2. BacTiter-Glo ATP, 48 h; yeast lacking PDR1 and PDR3 efflux regulators. inhibition, % at 9.4 µM. 0.32% of 310,000 active;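 active means every replicate shows inhibition above about 80%, whatever the replicate mean, limit read from the data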;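 further: 0% = DMSO neutral controls and 100% = 20 µM radicicol positive controls; yeast relying on Plasmodium falciparum Hsp90 in place of its own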
phage Ecoli inh = growth loss of phage-infected E. coli, primary screen, RecBCD inhibitor project, absorbance, with phage, HTS. inhibition, % at 11.9 µM. 0.26% of 360,000 active; in the data active means inhibition above about 11%
* = called active by the depositor; nt = not tested or not shown. Rows are unselected (roughly 2.8% active in at least one column).

SMILES	Ecoli viability	DSG3 Ab inh	Arrestin-AP2 inh	OPRM1-OPRD1 inv	AddAB inh	MOR-DOR ag	PKA-R1A activ	SUMO Mot1 rescue	Tat transport	PfHsp90 yeast 2	phage Ecoli inh
CC(C)NC(=O)C1(c2ccccc2)CC1(Cl)Cl (stereo not drawn)	-1.1	100.5	5.5	17.4	3.5	-3.4	1.7	2.2	0.1	-0.9	2.9
CN(C)C(=O)c1ccccc1-c1ccccc1	0.1	100.6	-6.6	10.9	0.9	-1.9	1.7	-11.1	-2.6	5.2	2.4
COc1ccccc1/C=C/C1NC(=O)NC(C)=C1C(=O)OC(C)C (stereo not drawn)	-0.8	110.4	-34.6	11.1	-0.6	-2.3	-6.3	nt	-3.4	-22.8	-1.8
COc1ccc(NC(=S)NCCN2CCOCC2)cc1	2.5	105.9	29.4	-4.2	2.1	0.8	5.3	2.5	7.6	-2.2	1.1
O=C(Nc1cccnc1)C1(c2ccccc2)CCCC1	-2.6	93.1	22.3	-3.9	-1.2	0.8	4.0	-11.9	25.1	-6.0	-5.1
COCCN(C(=O)C(C)N1C(=O)c2ccccc2C1=O)c1c(N)n(CC(C)C)c(=O)[nH]c1=O (stereo not drawn)	nt	102.9	-4.1	8.2	nt	-1.2	1.2	nt	2.0	23.5	4.3
Cc1ccccc1CNC(=O)c1ccc2ccccc2n1	2.6	100.0	3.8	-14.9	3.5	2.8	2.9	1.4	3.2	-18.9	0.3
CCOC(=O)C1=C(C)Nc2ccccc2N=C1NC(=O)Cc1ccc(OC)cc1	0.6	82.4	25.2	6.9	5.6	-1.4	-15.4	-4.3	-1.3	0.7	1.3
COc1cccc(OCCn2cc(C=O)c3ccccc32)c1	3.0	108.7	22.5	9.0	1.4	-1.6	-8.4	-15.1	-2.5	7.1	2.0
Cn1cccc1CNC(=S)Nc1ccccc1Cl	1.6	92.6	17.0	7.8	1.3	-1.5	-16.5	-1.8	-7.3	5.9	0.9
Cc1ccccc1OCCC(=O)OCC(=O)NC1CCCCC1	0.7	109.6	1.2	9.7	0.7	-1.8	-3.1	176.6	3.5	0.1	1.2
Cc1cc(C(=O)Cn2nc(C(=O)O)c3ccccc3c2=O)c(C)n1C1CC1	0.1	nt	10.9	-16.4	2.0	3.6	-6.9	9.8	-13.8	-13.0	1.1
Fc1ccc(CSc2nncn2NC/C=C/c2ccccc2)cc1	1.2	104.7	18.6	7.4	-1.1	-1.4	-11.0	-8.0	1.0	-14.1	2.4
COc1ccc(C(O)P(=O)(OCC(C)C)c2ccc(N(C)C)cc2)c(OC)c1 (stereo not drawn)	-0.8	93.1	24.7	16.9	-0.3	-3.8	-0.6	7.5	-2.4	14.2	-0.6
N#C/C(=C\c1ccc(O)c(O)c1)C(=O)N1CCc2ccccc21	-0.2	109.5	5.8	9.3	1.8	-1.7	-0.5	-6.4	12.3	5.1	1.6
O=C(O)/C=C/C(=O)Nc1ccc(-n2ccc(C(F)(F)F)n2)cc1	0.0	117.1	9.8	-1.2	0.4	0.2	3.9	0.3	7.3	15.2	3.0
O=C(NC1CCCC1)c1ccc(CS(=O)(=O)c2ccc(Cl)cc2)o1	-1.4	97.3	-3.0	14.5	1.4	-2.7	5.0	-1.8	0.5	-11.2	2.0
O=C(Nc1ccc([N+](=O)[O-])c(NC(=O)c2cccnc2)c1)c1cccnc1	0.8	111.9	40.4	9.4	3.7	-1.9	-1.3	56.9	-10.3	-3.2	-0.4
Cc1ccc(S(=O)(=O)Nc2ccc3c(c2)CCC3)cc1C	-0.3	99.7	-7.1	-21.9	4.5	3.5	-16.7	-30.7	-6.7	-33.2	1.3
O=[N+]([O-])c1cc(Cl)cc(/C=N/NC(=S)Nc2ccc(S(=O)(=O)N3CCOCC3)cc2)c1O	7.7	100.3	-4.4	12.3	6.9	-2.3	-0.8	-5.0	5.1	22.4	10.1
COc1ccc(/C=N/NC(=O)c2cccc(OC(F)(F)C(F)F)c2)cc1O	1.5	98.1	-13.8	-4.0	1.4	0.8	-1.1	-14.8	-6.4	-21.4	1.8
COC(=O)c1ccc(NS(=O)(=O)c2ccc(-c3cc(C)no3)s2)cc1	1.5	93.1	28.7	16.6	0.2	-3.1	-10.6	7.0	2.0	-20.0	-1.1
OCC1OC(n2cnc3c(N4CCCCC4)ncnc32)C(O)C1O (stereo not drawn)	nt	107.3	4.0	2.6	nt	-0.6	3.2	nt	-2.4	4.1	1.5
N#Cc1cc(N)ccc1Sc1ccccc1	1.6	98.3	23.0	8.7	5.0	-2.0	-10.6	10.7	14.7	31.0	2.8
CCCCN1C(=O)NC(NC(=O)C2CC2)(C(F)(F)F)C1=O (stereo not drawn)	-0.8	106.0	14.7	0.1	0.8	0.0	-0.4	6.9	-1.1	27.2	1.1

3 entries picked at random from those above, as already listed:
SMILES	Ecoli viability	DSG3 Ab inh	Arrestin-AP2 inh	OPRM1-OPRD1 inv	AddAB inh	MOR-DOR ag	PKA-R1A activ	SUMO Mot1 rescue	Tat transport	PfHsp90 yeast 2	phage Ecoli inh
COc1ccc(C(O)P(=O)(OCC(C)C)c2ccc(N(C)C)cc2)c(OC)c1 (stereo not drawn)	-0.8	93.1	24.7	16.9	-0.3	-3.8	-0.6	7.5	-2.4	14.2	-0.6
CCCCN1C(=O)NC(NC(=O)C2CC2)(C(F)(F)F)C1=O (stereo not drawn)	-0.8	106.0	14.7	0.1	0.8	0.0	-0.4	6.9	-1.1	27.2	1.1
O=C(Nc1ccc([N+](=O)[O-])c(NC(=O)c2cccnc2)c1)c1cccnc1	0.8	111.9	40.4	9.4	3.7	-1.9	-1.3	56.9	-10.3	-3.2	-0.4

(continued)
SMILES	Ecoli viability	DSG3 Ab inh	Arrestin-AP2 inh	OPRM1-OPRD1 inv	AddAB inh	MOR-DOR ag	PKA-R1A activ	SUMO Mot1 rescue	Tat transport	PfHsp90 yeast 2	phage Ecoli inh
Cc1ccc(S(=O)(=O)NCCc2nnc3ccc(SCc4cccnc4)nn23)cc1	1.9	99.7	-2.6	9.8	2.8	-1.8	-4.2	154.0	-0.2	-23.2	4.3
COc1ccc(CNC(=O)COC(=O)Cc2ccsc2)cc1	1.7	105.9	6.3	10.0	3.2	-2.0	18.5	384.6	3.7	15.3	3.8
CC(C)Sc1nnc(CNC(=O)C23CC4CC(CC(C4)C2)C3)n1C1CCCCC1	-3.4	nt	-8.2	-3.2	-1.6	0.6	8.0	-10.8	0.7	8.0	2.9
CCOC(=O)c1c(C)[nH]c(C(=O)N/N=C/c2ccc(OC)c(OC)c2)c1C	1.6	98.3	-10.3	15.2	2.5	-2.9	-8.6	-22.7	-3.5	-32.2	2.5
O=C(Nc1ccc(N2CCOCC2)c(Cl)c1)c1ccc(-n2cnnc2)cc1	0.7	112.2	-8.2	12.2	1.8	-3.7	-6.0	-19.8	-0.2	-20.5	-1.7
COc1ccc(N2CCN(C(=O)CN(c3cccc(Br)c3)S(C)(=O)=O)CC2)cc1	-1.2	102.6	-5.8	3.4	1.8	-0.5	-2.7	-2.8	1.1	12.6	-1.6
O=C(COC(=O)c1ccc(S(=O)(=O)C(F)F)cc1)Nc1ccccc1C(=O)NC1CC1	1.1	95.2	-8.2	2.6	-0.8	-0.6	3.3	7.4	-17.1	nt	1.4
N#Cc1cc2cc3c(cc2nc1NCCNC(=S)NCCCN1CCOCC1)OCO3	-0.5	95.7	-11.1	7.0	0.8	-1.3	-3.8	28.6	3.6	-20.1	0.0
Oc1cccc2cc3cccc(O)c3c(O)c12	-2.0	82.7	2.3	-29.1	-4.0	5.2	-0.5	7.8	-0.6	-7.1	nt
CCn1c(CCC(=O)Nc2cc(F)ccc2C)nc2cc(S(=O)(=O)N(C)C)ccc21	-0.6	104.8	-7.3	5.0	-1.4	-1.0	-3.0	-17.6	2.3	nt	2.8
CCCc1cc(C(F)(F)F)c(C#N)c(=O)[nH]1	-0.6	nt	8.2	-2.5	-0.6	0.4	8.7	143.7	-0.4	-7.1	4.2
CCOC(=O)C(=CNc1cc(C)ccc1-n1cccc1)C(=O)OCC	-0.1	119.8	-8.3	-40.9	0.6	8.0	3.7	50.1	-13.9	13.0	3.1
CCCSc1ccccc1C(=O)N1CCN(C(=O)c2ccco2)CC1	0.7	98.2	-5.3	4.3	-0.6	-0.8	2.3	1.1	-1.1	-2.0	-1.0
COc1ccc(C(=O)Nc2ccc(NC(=O)c3cc(OC)c(OC)c(OC)c3)cn2)cc1	-0.2	91.2	1.8	-115.0	3.0	16.4	8.5	15.5	2.6	-68.6	-1.0
CCCc1ccc(S(=O)(=O)NCCc2ccncc2)cc1	0.4	91.9	2.1	-5.1	2.8	0.9	2.0	541.1*	0.4	-7.5	2.7
CN(C)S(=O)(=O)c1ccc(C(=O)NC(=O)CSc2ccccc2)cc1	-1.0	99.9	1.2	-10.3	2.9	2.0	-7.7	-10.2	1.1	-11.6	0.8
S=c1[nH]nc(-c2cccs2)n1/N=C/c1cn(-c2ccccc2)nc1-c1ccc(Cl)cc1	3.1	99.5	14.4	nt	0.4	nt	nt	-2.0	-7.4	-11.5	1.9
CC(C)(C)c1ccc(CS(=O)CC(O)CO)cc1 (stereo not drawn)	0.3	125.6	-25.4	2.8	2.8	-0.5	-2.1	9.2	2.4	24.1	4.2
CC(OC(=O)c1cc(S(=O)(=O)N2CCOCC2)ccc1F)C(=O)NC1CCCC1 (stereo not drawn)	0.3	99.6	-17.7	9.4	1.3	-1.8	1.6	17.8	-7.4	-7.9	6.9
Cc1ccsc1C(=O)OCC(=O)Nc1ccc(Cl)cn1	0.3	104.1	-19.6	9.5	0.0	-2.5	1.9	-0.5	-1.1	9.0	5.0
COc1ccc(N(C)C(=S)Nc2ccc3nc(C)c(C)nc3c2)cc1	-1.9	103.2	-2.2	8.1	1.1	-1.5	-0.5	7.2	4.0	34.7	3.8
O=C(Cc1ccccc1F)OCC(=O)N1CCN(C(=O)c2ccco2)CC1	-1.8	83.2	11.8	17.5	0.5	-3.5	-7.2	10.5	0.9	-5.9	3.9
Nc1ccc2nc(CCCCCCc3nc4ccc(N)cc4[nH]3)[nH]c2c1	0.9	65.0*	6.5	-8.6	1.4	1.6	-7.0	1.6	9.8	15.1	3.5
